Screening data from PubChem.
Bcl-W Bim block: inhibitors of Bim binding to Bcl-W, primary screen, biochemical, multiplexed, bead-based flow cytometry; Bim peptide-Bcl-W binding; Bcl-2-like protein 2 (Homo sapiens), Q92843; AID 952, 2007; inhibition, % at 10 µM; 190,000 tested, 0.02% active;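 also: 0% = bound tracer without compound and 100% = peptide blocker; higher means less fluorescent Bim peptide bound to Bcl-W beads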
Target sequence (Q92843 whole entry, looked up): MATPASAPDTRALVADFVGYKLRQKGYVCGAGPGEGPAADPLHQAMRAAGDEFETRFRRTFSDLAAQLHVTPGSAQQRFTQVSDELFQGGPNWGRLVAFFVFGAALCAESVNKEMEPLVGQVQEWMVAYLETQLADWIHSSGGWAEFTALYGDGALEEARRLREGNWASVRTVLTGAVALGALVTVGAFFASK
Bim-Bcl-XL: inhibitors of Bim-Bcl-XL binding, primary screen, biochemical, multiplexed, bead flow cytometry, human Bcl-XL; inhibition, % at 10 µM; 190,000 tested, 0.04% active; Bim peptide-Bcl-XL binding, fluorescence
Target sequence (Q07817 whole entry, looked up): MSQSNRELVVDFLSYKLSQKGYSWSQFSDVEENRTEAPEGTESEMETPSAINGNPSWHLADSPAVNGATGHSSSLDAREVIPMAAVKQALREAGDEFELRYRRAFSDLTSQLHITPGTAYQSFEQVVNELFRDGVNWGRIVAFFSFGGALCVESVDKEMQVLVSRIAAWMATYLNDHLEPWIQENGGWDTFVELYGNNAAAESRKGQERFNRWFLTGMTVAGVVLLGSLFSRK
Avidin bead fluor: green autofluorescence of compounds with avidin beads – biophysical, 488/530 nm, flow cytometry, artefact control, profiling panel; fluorescence (KMESF) at 10 µM; 220,000 tested, 0.38% active; compound fluorescence 488/530 nm; active compounds read high; in the data active = fluorescence above about 47; also: inactives centre near 10
ABCG2 inh: ABCG2 efflux pump inhibitors, primary screen, multiplex with ABCB1, IgMXP3 cells, flow cytometry | AID 1325, 2008 | 190,000 tested, 0.1% active | inhibition, % at 6.6 µM | Broad substrate specificity ATP-binding cassette transporter ABCG2 (Homo sapiens), Q9UNQ0 | JC-1 efflux;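 active = inhibition above 80%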;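 also: 0% = DMSO and 100% = nicardipine control wells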
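Incubation: cells with compound and JC-1, 10 min at 25 °C, rotating, no wash / Test system: IgMXP3 (ABCG2) plus far-red-tagged CCRF-Adr (ABCB1) cells / Compound dosing: one concentration, 6.6 µM final / Also added: JC-1 fluorescent substrate / Evaluation: efflux inhibition in percent versus controls / Detection: flow cytometry, 530 nm JC-1 signal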
RGS7-Gao reg: RGS7-Galphao binding modulators, primary screen, biochemical, multiplexed bead flow cytometry; Guanine nucleotide-binding protein G(o) subunit alpha (Homo sapiens), P09471; actives lie on both sides; binding response (% of control), % at 10 µM; 220,000 tested, 0.35% active; AID 1439, 2008; in the data active = binding response below about 49% or above about 150%; inconclusive = no clear call, values can overlap the other calls; inactive = in between;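 also: fluorescent Galphao held in activated GDP-AlF4 state binding bead-coupled RGS7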
Target sequence (P09471 whole entry, looked up): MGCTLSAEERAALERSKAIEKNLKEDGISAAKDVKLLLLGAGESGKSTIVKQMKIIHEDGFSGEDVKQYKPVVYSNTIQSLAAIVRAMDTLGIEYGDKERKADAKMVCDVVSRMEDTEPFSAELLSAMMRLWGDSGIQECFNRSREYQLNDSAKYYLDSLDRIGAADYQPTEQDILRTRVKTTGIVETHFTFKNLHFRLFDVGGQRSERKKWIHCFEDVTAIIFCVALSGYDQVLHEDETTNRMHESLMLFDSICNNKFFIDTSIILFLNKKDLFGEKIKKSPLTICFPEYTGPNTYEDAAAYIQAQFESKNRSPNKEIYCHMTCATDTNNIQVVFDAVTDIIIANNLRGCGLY
Bim-Bcl-2: inhibitors of Bim-Bcl-2 binding, primary screen, biochemical, multiplexed, human Bcl-2 family; Apoptosis regulator Bcl-2 (Homo sapiens), P10415; Bead-based flow cytometry, Bim peptide-Bcl-2 binding; inhibition, % at 10 µM; 190,000 tested, 0.06% active; in the data active = inhibition above about 40%; inconclusive = no clear call, values can overlap the other calls;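 also: 0% = no compound wells with probe peptide and 100% = reference peptide inhibitor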
ABCB1 block: ABCB1 efflux pump inhibitors, primary screen, cell-based, multiplex, flow cytometry, ABCG2 counter-screen; CCRF-Adr cells, JC-1 efflux; inhibition, % at 6.6 µM; 190,000 tested, 0.067% active; in the data active = inhibition above about 40%;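 also: 0% = vehicle and 100% = reference inhibitor; higher value means more JC-1 retained so stronger ABCB1 efflux block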
RGS4-Gao reg: modulators of RGS4 binding to Galphao, primary screen, biochemical, multiplexed bead flow cytometry; Guanine nucleotide-binding protein G(o) subunit alpha (Homo sapiens), P09471; actives lie on both sides; binding response (% of control), % at 10 µM; 220,000 tested, 0.33% active; AID 1415, 2008; in the data active = binding response below about 49% or above about 150%; inactive = in between;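 also: fluorescent Galphao activated with aluminum fluoride binding bead-coupled RGS4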
Bim-Bcl-B: inhibitors of Bim-Bcl-B binding, primary screen, biochemical, multiplexed, human Bcl-2 family | bead-based flow cytometry, Bim peptide-Bcl-B binding | 190,000 tested, 0.073% active | inhibition, % at 10 µM | Bcl-2-like protein 10 (Homo sapiens), Q9HD36;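 also: 0% = tracer peptide without compound and 100% = reference inhibitor peptide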
Target sequence (Q9HD36 whole entry, looked up): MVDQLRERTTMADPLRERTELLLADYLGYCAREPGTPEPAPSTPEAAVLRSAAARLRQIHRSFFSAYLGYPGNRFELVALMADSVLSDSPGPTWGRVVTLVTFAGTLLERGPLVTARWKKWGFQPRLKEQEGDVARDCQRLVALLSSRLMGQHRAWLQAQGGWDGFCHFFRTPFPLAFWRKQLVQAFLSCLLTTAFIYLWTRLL
Bim-Bfl-1: inhibitors of Bim binding to Bfl-1, primary screen, biochemical, multiplexed, bead-based flow cytometry | Bcl-2-related protein A1 (Homo sapiens), Q16548 | Bim-Bfl-1 binding inhibition | inhibition, % at 10 µM | 190,000 tested, 0.12% active;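 also: 0% = wells without compound plus tracer and 100% = blocker peptide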
GSH fluor: compound fluorescence on glutathione beads, profiling panel, artefact control, biophysical, 488/530 nm, flow cytometry | GSH beads flow cytometry, compound fluorescence 488/530 nm; active compounds read high | fluorescence (KMESF) at 10 µM | 190,000 tested, 0.25% active | AID 1776, 2009; in the data active = fluorescence above about 89;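 also: glutathione beads carrying GST-tagged Bcl family fusion proteins plus one bare bead set; values are compound well signal with DMSO vehicle wells as background; inactives centre near 16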
Numbers without * were called inactive; ? = inconclusive. Rule as the data show it, unless noted: active = inhibition above about 40%.

Every second line gives: Bim-Bcl-2	Bim-Bfl-1	Bim-Bcl-XL	ABCB1 block	Bcl-W Bim block	RGS7-Gao reg	GSH fluor	Avidin bead fluor	ABCG2 inh	Bim-Bcl-B	RGS4-Gao reg
- COc1ccc(C(OC(=O)c2ccco2)C(=O)NC2CCCCC2)cc1 (stereo not given)
  -2	0	0	0.4	-5	101	67	8	3	-4	101
- CN1C(=O)C(CC(=O)Nc2ccc(F)cc2)N(CCCc2ccccc2)C1=S (stereo not given)
  -2	0	0	-0.6	0	97	22	12	-1	-1	99
- CCCCn1c(NS(=O)(=O)c2ccccc2)c(S(=O)(=O)c2ccc(C)cc2)c2nc3ccccc3nc21
  13	12	11	-0.3	8	97	11	6	-4	12	99
- COc1cc(OC)cc(C(=O)N2CCN(c3ccccc3F)CC2)c1
  -9	-14	-4	-1.3	-2	109	34	6	1	-6	108
- Cc1ccc(-n2c(-c3cccs3)nc3nc4ccccc4nc32)cc1
  -1	-9	-4	-0.6	-3	98	14	15	-6	-19	96
- Cc1ccc(C(=O)CN2CCC(NC(=O)C3CCCCC3)CC2)cc1
  -1	0	0	0.4	-1	103	22	14	1	0	103
- O=C(c1ccco1)N(Cc1ccco1)c1ccc(O)cc1
  -7	-17	-2	-0.3	-2	89	25	35	1	-1	92
- O=C(NC(NC(=S)Nc1cc(Cl)ccc1Cl)C(Cl)(Cl)Cl)c1ccco1 (stereo not given)
  -6	0	0	0.1	-3	100	19	35	1	-4	103
- CC(C)OC(=O)Cn1cc(C#N)c2ccccc21
  -3	-5	-2	0.8	0	110	12	14	2	-4	102
- O=C(c1ccccc1F)N1CCN(c2ccc([N+](=O)[O-])c3ncccc23)CC1
  5	0	-2	2.3	0	105	6	2	14	-3	105
- COc1cccc(/C=C2\SC(=S)N(N3C(=O)CCCC3=O)C2=O)c1
  2	0	0	-0.4	-1	?	14	9	3	1	97
- Cc1cc(C)nc(SC(C(=O)O)c2ccccc2)n1 (stereo not given)
  -6	-4	-5	-0.3	-3	102	16	16	-4	-8	103
- CCOc1ccc2c(c1)C(=NNC(=O)c1ccncc1)c1cc(OCC)ccc1-2
  -4	-8	-7	0.0	-5	100	16	11	0	-9	102
- COc1ccccc1-c1cc(-c2cc(Cl)ccc2O)n[nH]1
  -4	-7	-7	0.4	0	94	65	6	1	-3	96
- CC(C)CN1CCN(Cc2cccc3nccnc23)CC1CCO (stereo not given)
  -4	-5	0	1.0	0	90	17	7	2	-6	95
- COc1ccc(NC(=O)c2nnn(Cc3cccc(F)c3)c2N)c(OC)c1
  -9	-9	-2	-0.1	0	114	14	17	3	-7	104
- COc1ccc(CSc2nc3ccccc3c(=O)[nH]2)cc1F
  -1	-5	3	0.3	0	101	13	9	3	0	103
- Cc1cc(C)c(C#N)c(Oc2ccc(F)cc2)n1
  -2	-3	0	1.1	-1	110	19	6	6	-2	114
- CN(c1ccccc1)S(=O)(=O)c1cccc(NC(=O)CCN2C(=O)C3CCCCC3C2=O)c1 (stereo not given)
  -6	-6	-4	0.3	-2	?	17	11	5	-6	98
- Cc1ccc(-c2csc(/C(C#N)=C(\O)CN3CCN(C(=O)c4ccco4)CC3)n2)cc1
  0	-1	-1	-0.1	-3	100	12	8	4	-6	99
- CC(C)OCCCNC(=O)c1ccc(NC(=O)C2CCCO2)cc1 (stereo not given)
  -12	-12	-6	0.1	4	106	12	10	2	-9	104
- Cc1ccc(N2C(=O)N(CC(=O)Nc3cc(C)cc(C)c3)C(=O)C2C)cc1 (stereo not given)
  -2	1	-2	0.3	0	103	13	9	23	1	103
- C[C@@]12CC(=O)NC1N(C(=O)c1cccc(C(F)(F)F)c1)C(c1ccccc1OC(=O)c1cccc(C(F)(F)F)c1)C2 (stereo not given in full)
  -10	-11	2	1.0	1	104	30	6	2	-7	102
- Cc1cc([N+](=O)[O-])nn1CC(=O)NNC(=S)Nc1ccc(Cl)cc1
  0	4	-2	0.4	3	101	16	11	3	-23	102
- Cc1onc(-c2c(F)cccc2Cl)c1C(=O)NC(=S)NC1CCS(=O)(=O)C1 (stereo not given)
  -1	-1	0	0.1	-1	102	14	5	-1	0	102
- COc1cccc(/C=N/NC(=O)c2cc(-c3cccn3C)n[nH]2)c1
  0	1	1	1.2	4	95	27	14	4	0	97
- C1CCCCCC2(CCCCC1)OCC(CN1CCOCC1)O2 (stereo not given)
  -8	-8	-6	1.0	-3	100	16	21	6	-7	100
- Cc1ccc(S(=O)(=O)NCc2ccncc2)c(C)c1C
  -4	-9	-2	0.2	-3	103	17	11	1	-9	102
- Nc1nc(SCc2nc3scc(-c4cccs4)c3c(=O)[nH]2)n[nH]1
  -7	-14	-4	-0.3	1	100	27	21	-6	-8	101
- Cc1cc(NCC(c2ccccc2)c2ccccc2)n2ncnc2n1
  0	-1	0	0.9	3	103	24	12	10	-1	99

Two successive entries from above, for reference:
Every second line gives: Bim-Bcl-2	Bim-Bfl-1	Bim-Bcl-XL	ABCB1 block	Bcl-W Bim block	RGS7-Gao reg	GSH fluor	Avidin bead fluor	ABCG2 inh	Bim-Bcl-B	RGS4-Gao reg
- Nc1nc(SCc2nc3scc(-c4cccs4)c3c(=O)[nH]2)n[nH]1
  -7	-14	-4	-0.3	1	100	27	21	-6	-8	101
- Cc1cc(NCC(c2ccccc2)c2ccccc2)n2ncnc2n1
  0	-1	0	0.9	3	103	24	12	10	-1	99

(further entries)
Every second line gives: Bim-Bcl-2	Bim-Bfl-1	Bim-Bcl-XL	ABCB1 block	Bcl-W Bim block	RGS7-Gao reg	GSH fluor	Avidin bead fluor	ABCG2 inh	Bim-Bcl-B	RGS4-Gao reg
- COc1ccc(OCC(=O)NNC(=O)c2cccc(O)c2)cc1
  -1	0	-3	0.7	0	104	21	6	2	-5	97
- CCOc1cc(C2C(C#N)=C(N)OC3CCCC(=O)C32)ccc1OCCN1CCOCC1 (stereo not given)
  0	0	-1	0.2	-2	100	10	36	1	0	104
- N#Cc1nc(-c2ccc(OCc3ccccc3)cc2)oc1N1CCOCC1
  -1	-1	-2	0.8	0	99	16	34	3	-3	101
- O=C(COC(=O)C12CC3CC(CC(C3)C1)C2)Nc1ccc([N+](=O)[O-])cc1Br
  -1	0	-1	7.6	-3	94	20	6	21	-2	95
- Cc1ccccc1-n1c(SCC(=O)N(C)C2CCS(=O)(=O)C2)nc2ccccc2c1=O (stereo not given)
  -3	-5	-2	0.3	-3	110	15	12	0	-2	107
- O=C(N/N=C/c1cccc2ccccc12)c1n[nH]c2c1CCCC2
  -4	-7	-6	-2.2	-3	102	13	9	5	-6	103
- Cc1ccc(S(=O)(=O)c2c(C)cc(C)nc2Cl)cc1
  2	0	-6	0.3	-3	91	27	3	0	-3	98
- CN1CCC(=NNc2ncnc3sc4c(c23)CCCC4)CC1
  5	4	-1	4.4	-2	95	12	1	29	-4	93
- CCOc1ccc2[nH]c(=O)c(CN(Cc3ccco3)Cc3nnnn3Cc3ccccc3)cc2c1
  -2	2	-1	0.7	2	91	15	7	1	-3	93
- Cc1nn(-c2ccccc2)c(C)c1NC(=O)c1ccc(S(=O)(=O)N2CCCC2)cc1
  0	0	-2	0.5	0	98	14	38	2	-2	99
- Oc1ccc(Cn2ccnc2)c2cccnc12
  2	-2	0	-0.1	4	98	11	12	1	-2	95
- Cc1noc(C)c1C(=O)N1CCCC(C(=O)c2cccc(C(F)(F)F)c2)C1 (stereo not given)
  -6	-4	-3	0.7	-1	104	15	7	0	-4	104
- COc1ccccc1N(C(C)=O)C1SC(=O)N(c2ccccc2)C1=O (stereo not given)
  -3	0	-1	0.5	0	100	15	12	0	0	99
- N/C(=N\N=C\c1ccc2c(c1)OCO2)SC1CC(=O)N(c2ccc(C(=O)O)cc2)C1=O (stereo not given)
  -2	-4	1	-0.4	1	102	13	11	-1	0	103
- COc1cc(CNCCc2ccc(S(N)(=O)=O)cc2)ccc1OCC(=O)NC1CCCCC1
  0	0	-2	1.2	0	100	24	7	4	-5	101
- COC(=O)c1ccc(N(CC(=O)NC2CCCC2)C(=O)CNC(=O)c2ccco2)cc1
  1	0	1	0.1	-2	104	10	11	2	-1	107
- COC(=O)Cc1sc(-c2ccccn2)nc1-c1ccccc1
  -2	18	-8	0.0	-3	94	13	5	1	-43	87
- CCc1nc(SCC(=O)Nc2cc(C)on2)c2c(=O)n(C)c(=O)n(C)c2n1
  1	0	0	3.0	-2	103	20	7	6	-1	106
- CN(C)c1nc(Oc2ccc(=O)n(-c3ccccc3)n2)nc(N2CCOCC2)n1
  1	1	5	0.1	0	98	21	19	0	5	96
- CSc1nc2ccc(NC(=O)c3ccco3)cc2s1
  -3	-4	0	0.7	0	91	10	19	33	-6	93
- O=C(NC1CC1)c1ccc(-n2cccc2)cc1
  -3	-6	0	3.2	1	?	13	20	6	0	99
- CCOc1cccc(/C=N/NC(=O)CC2C(=O)NN=C2C)c1O (stereo not given)
  -1	9	4	0.8	7	98	22	8	10	1	99
- Cc1nn(C)c(C)c1CN(Cc1nc(-c2cc(F)ccc2F)oc1C)C1CC1
  0	0	-1	1.0	-1	105	17	6	2	-9	110
- O=C(Nc1cccc(C(F)(F)F)c1)C1CCN(S(=O)(=O)c2cnc[nH]2)CC1
  -8	-16	-6	3.1	-2	102	24	24	8	-9	103
- O=C(CSc1nc2ccccc2c(=O)n1Cc1ccc(C(=O)NC2CC2)cc1)NCc1ccco1
  2	-3	2	2.6	0	95	29	7	10	-3	95
- O=c1cc(-c2ccccc2)nc(SCc2ccccc2F)[nH]1
  4	-2	-2	0.5	3	96	12	11	10	-4	100
- CC(C)CCNC(=O)c1cccc(Cl)c1
  -4	-1	0	0.1	-1	99	12	38	2	-3	98
- CCN(CC)c1ccc2cc(S(=O)(=O)c3ccc(Cl)cc3)c(=O)oc2c1
  18	12	12	1.2	1	98	10	6	3	-32	98
- CN(C)S(=O)(=O)c1cccc(NC(=S)Nc2ccc3cn[nH]c3c2)c1
  2	-6	-3	0.3	-1	?	11	12	3	-5	96
- COC(=O)c1c(NC(=O)Cn2cc([N+](=O)[O-])cn2)sc2c1CCC2
  -7	-11	-3	0.6	0	101	26	5	6	-10	101
- Cc1ccc(NC(=O)c2ccccc2NC(=O)Cc2ccccc2)cc1
  0	0	-3	0.8	1	104	10	7	4	-1	103
- Cc1cc(C)nc(N2CCC(C(=O)Nc3ccc4c(c3)CCC4)CC2)n1
  -5	-8	-2	0.3	1	96	8	9	14	-4	99
